Source: PubChem (National Center for Advancing Translational Sciences (NCATS))
HBB splicing = qHTS Assay for Modulators of Hemoglobin Beta Chain Splicing; 65,000 compounds, 0.06% hits; HBB splicing reporter cell assay, activation; EGFP reporter with mutant IVS2-654 intron; response scale: normalised to 500 nM splice-correcting PNA; AID 925, 2007; Potency, µM (series often up to 46.1 µM), inactives show top-dose activation, actives largely listed as activators; further: potency means the concentration at half of the fitted maximal effect; 0% is about no effect
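Compounds were applied for 2 days to HeLa EGFP-654 cells, 500/well in Optimem with 2% FCS. The reporter's EGFP is disrupted by mis-splicing of beta-globin intron IVS2-654. Readout: summed well GFP fluorescence from 488 nm laser scanning; reference was 500 nM antisense […] 654 PNA.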
Texas Red fluor = qHTS Assay for Spectroscopic Profiling in Texas Red Spectral Region; Compound fluorescence, Texas Red channel, 547/618 nm; active compounds read high; max dye-equivalent concentration, M; 59,000 compounds, 0.06% hits; AID 587, 2007; in the data active means max dye-equivalent concentration above about 10 nM; inconclusive means between about 1.1 nM and that limit
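Spectral interference profiling: each compound concentration's relative fluorescence, read with a 547 nm excitation and 618 nm emission filter pair, was normalized to a per-plate Texas Red standard curve.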
Hsp90 Hop PPI = qHTS Assay for Disrupters of an Hsp90 Co-Chaperone Interaction; Hsp90 C-terminal peptide / TPR2A (Hop) interaction, human; AlphaScreen TPR2A-His6 binding biotin-Hsp90 C-terminal peptide; Potency, µM (top dose mostly 57 µM), for inactives: at the top dose activity change, negative = inhibition; 71,000 compounds, 0.44% hits; active means well fitted curve in either direction with a large enough effect; inconclusive means small, poorly fitted or top-dose-only effect, or another doubt; further: potency means the concentration at half of the fitted maximal effect; on the % scale 0 is the no-effect control and ±100 the full control effect; many of its hits are not listed in these tables
DNA Pol III inh = qHTS Assay for Inhibitors of DNA Polymerase III Holoenzyme System | reconstituted DNA polymerase III holoenzyme replication, biochemical | Potency, µM (top dose mostly 57.1 µM), for the others: at the top dose activity change, negative = inhibition | 71,000 compounds, 0.25% hits; further: potency means the concentration at half of the fitted maximal effect; on the % scale 0 is the no-effect control and ±100 the full control effect
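Reconstituted *E. coli* holoenzyme (0.35 nM Pol III, 1 nM beta, 154 nM SSB, 2 nM primase) was preincubated with compound for 15 min at RT. Synthesis on 1.4 nM ssM13Gori ran 35 min, then was stopped with PicoGreen/EDTA and read as dsDNA fluorescence.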
ALOX15 inhib = qHTS Assay for Inhibitors of 15-hLO (15-human lipoxygenase). Polyunsaturated fatty acid lipoxygenase ALOX15 (Homo sapiens), P16050. purified 15hLO-1, xylenol orange hydroperoxide absorbance. Potency, µM (series often up to 57.1 µM), without a hit: top-dose activity change, negative = inhibition, usual class: inhibitors. 74,000 compounds, 1.4% hits. AID 887, 2007; further: potency means the concentration at half of the fitted maximal effect; on the % scale 0 is the no-effect control and ±100 the full control effect; nearly all actives have a fitted effect of over 55% in size
Target sequence (P16050 whole entry, looked up): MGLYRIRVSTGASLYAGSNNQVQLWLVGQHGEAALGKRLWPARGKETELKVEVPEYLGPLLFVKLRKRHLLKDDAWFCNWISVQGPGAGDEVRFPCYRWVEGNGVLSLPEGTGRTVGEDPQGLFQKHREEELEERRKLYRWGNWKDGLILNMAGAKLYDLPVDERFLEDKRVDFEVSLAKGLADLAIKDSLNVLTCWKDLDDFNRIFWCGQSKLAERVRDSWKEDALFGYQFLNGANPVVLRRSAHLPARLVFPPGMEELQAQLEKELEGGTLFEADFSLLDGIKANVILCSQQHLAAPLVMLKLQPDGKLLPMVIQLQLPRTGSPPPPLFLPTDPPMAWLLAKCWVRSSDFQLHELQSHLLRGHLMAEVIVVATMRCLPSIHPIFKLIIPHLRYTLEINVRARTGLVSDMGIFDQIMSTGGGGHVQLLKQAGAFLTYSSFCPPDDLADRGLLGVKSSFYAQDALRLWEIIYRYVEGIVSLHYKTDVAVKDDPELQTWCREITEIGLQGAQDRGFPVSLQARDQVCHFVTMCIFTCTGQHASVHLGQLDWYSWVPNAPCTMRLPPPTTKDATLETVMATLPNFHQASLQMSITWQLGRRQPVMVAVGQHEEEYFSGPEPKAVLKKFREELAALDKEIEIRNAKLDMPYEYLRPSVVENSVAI
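40 nM 15hLO-1 + cpd, 15 min RT; start w/ 50 uM AA (final), 6 min RT; stop/detect w/ 200 uM XO + 300 uM Fe(II) in 50 mM H2SO4, 30 min; A573/A405. Buffer 25 mM Hepes pH 7.5, 0.01% Triton X-100. No-enzyme wells as negative control.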
Tau filament bind = qHTS Assay for Tau Filament Binding. AID 596, 2007. recombinant tau filaments, thioflavin S fluorescence, 15 h; filaments grown with octadecylsulfate alongside compound. 71,000 compounds, 2% hits. Potency, µM (titrated, usually from 57.1 µM), without a hit: top-dose activity change, negative = inhibition;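 further: potency means the concentration at half of the fitted maximal effect; on the % scale 0 is the no-effect control and ±100 the full control effect; actives lower thioflavin S fluorescence by blocking filaments or displacing dye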
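His-tagged recombinant human tau (exons 2, 3, 10; 1 uM final) fibrillized with 30 uM sodium octadecylsulfate, 15 h at 37 C, in pH 7.4 HEPES buffer with 10 uM thioflavine S and 5 mM DTT. Reduced ThS fluorescence (450/510 nm) marks activity.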
Rhodamine fluor = qHTS Assay for Spectroscopic Profiling in Rhodamine Spectral Region; Rhodamine-region fluorescence, 547/598 nm, Tris buffer; active compounds read high; max dye-equivalent concentration, M; 59,000 compounds, 0.05% hits; in the data active means max dye-equivalent concentration above about 11 nM; inconclusive means between about 1.1 nM and that limit
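A six-point rhodamine series on each plate calibrates the signal. Compounds sit in 100 mM Tris (pH 8.0) for 15 min at ambient temperature before imaging through 547 nm/598 nm filters.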
FLuc inh = qHTS Assay for Inhibitors of Firefly Luciferase; 72,000 compounds, 2.2% hits; Potency, µM (series often up to 57.1 µM), for the others: top-dose activity change, negative = inhibition, hits mostly inhibitors; purified firefly luciferase, luminescence, 8 min; AID 411, 2009; further: potency means the concentration at half of the fitted maximal effect; on the % scale 0 is the no-effect control and ±100 the full control effect; nearly all actives have a fitted effect of over 40% in size
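Compounds were tested as concentration series (qHTS) against purified P. pyralis luciferase with luciferin and 10 uM ATP in 50 mM imidazole pH 7.2, 50 mM KCl, 7 mM MgCl2, 0.01% Tween 20, 0.05% BSA. Luminescence was read after 8 min at ambient temperature.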
CRE-bla Fsk = Cell signaling CRE-BLA (Fsk stim); CHO CRE-bla reporter (cAMP response element driving beta-lactamase), forskolin EC10, beta-lactamase ratio; Potency, µM (top dose mostly 38.2 µM), without a hit: at the top dose activity change, negative = inhibition, actives largely listed as activators; 71,000 compounds, 2.5% hits; active means well fitted activation curve with a large enough effect in the signal ratio, with a control signal flat, not every such curve was filed as active; inconclusive means small, poorly fitted or top-dose-only effect, or effect the other way, or a change in a side signal; the % refers to the signal ratio; further: potency means the concentration at half of the fitted maximal effect; % of control where 0% means no effect
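Modulation of forskolin signalling: compounds in titration series added with EC10 NKH 477 to CHO cells carrying a CRE-driven beta-lactamase reporter, 3 h, 37C. CCF4 FRET ratio (460/530 nm, ex 405 nm) gives %activity and AC50.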
HADH2 inhib = qHTS Assay for Inhibitors of HADH2 (Hydroxyacyl-Coenzyme A Dehydrogenase, Type II); 3-hydroxyacyl-CoA dehydrogenase type-2 (Homo sapiens), Q99714; 73,000 compounds, 3.4% hits; recombinant HADH2, NADH fluorescence, beta-hydroxybutyryl-CoA; AID 886, 2007; Potency, µM (series often up to 57.1 µM), inactives show at the top dose activity change, negative = inhibition, usual class: inhibitors; further: potency means the concentration at half of the fitted maximal effect; on the % scale 0 is the no-effect control and ±100 the full control effect; nearly all actives have a fitted effect of over 60% in size; many of its hits are not listed in these tables
Target sequence (Q99714 whole entry, looked up, one chain of several): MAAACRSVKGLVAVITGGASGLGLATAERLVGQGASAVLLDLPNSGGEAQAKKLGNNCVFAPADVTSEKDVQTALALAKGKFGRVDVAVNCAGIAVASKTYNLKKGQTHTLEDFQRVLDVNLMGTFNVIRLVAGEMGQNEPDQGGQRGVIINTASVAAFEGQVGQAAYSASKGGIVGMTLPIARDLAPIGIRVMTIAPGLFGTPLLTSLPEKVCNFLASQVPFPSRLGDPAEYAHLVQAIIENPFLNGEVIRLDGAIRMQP
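NADH fluorescence (ex 360/em 450 nm) read every 30 s for 4 min; activity taken as last-minus-first time point difference. Enzyme 20 nM, NAD+ 1 mM, beta-hydroxybutyryl-CoA 90 uM, pH 9.0 Tris buffer.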
ERK AVP inh = qHTS Assay for Inhibitors of the ERK Signaling Pathway using a Homogeneous Screening Assay | Potency, µM (highest dose often 57.5 µM), for inactives: top-dose activity, negative = inhibition, most hits filed as inhibitors | 72,000 compounds, 0.99% hits | HEK293-V1b, vasopressin-stimulated pERK AlphaScreen; further: potency means the concentration at half of the fitted maximal effect; on the % scale 0 is the no-effect control and ±100 the full control effect; nearly all actives have a fitted effect of over 55% in size
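Phosphorylated ERK1/2 detected via AlphaScreen bead proximity in lysates of V1b-expressing HEK293 cells given 25 nM vasopressin for 5 min after 30 min compound exposure (37 °C). AC50 from Hill equation; basal DMSO 0%, vasopressin 100%.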
* = called active by the depositor; i = inactive; ? = inconclusive; / = not tested or not shown; [ ] = remark or other dose. Unless noted, the call rests on the fitted dose curve; in most records, active means well fitted curve in the direction sought with a large enough effect; inconclusive means small, poorly fitted or top-dose-only effect, or another doubt; inactive means no such curve, though single readings can be large; an effect the other way counts as inactive or inconclusive. Only part of the results is shown; the hit share may differ from the screen's.

SMILES | HBB splicing | Texas Red fluor | Hsp90 Hop PPI | DNA Pol III inh | ALOX15 inhib | Tau filament bind | Rhodamine fluor | FLuc inh | CRE-bla Fsk | HADH2 inhib | ERK AVP inh
COc1cc(NC(=O)C2CCN(S(=O)(=O)c3cccnc3)CC2)cc(OC)c1OC | -1.2% | i | -3% | -3% | 0% | 6% | i | 1% | ? | -18% | 1%
COCCn1c(=O)c(-c2cccc(C#N)c2)nc2cnc(Oc3cccc(Cl)c3)nc21 | 0.3% | i | -3% | -2% | 1% | ? | i | 0%[11.4 µM] | ? | 10% | ?
Cc1ccc(-c2ccc(=O)n(CCC(=O)NCc3ccccn3)n2)cc1 | -2.2% | i | ? | -1% | 36%[activator] | -6% | i | 0% | 13% | -13% | 13%
CCN(CC)c1ccc(NC(=O)c2c(OC)cccc2OC)c(C)c1 | -2.6% | i | -9% | -4% | -14% | -4% | i | 0% | -3% | -3% | ?
COc1cccc(C2CC(c3c(F)cccc3Cl)n3nc(N)nc3N2)c1 (stereo not given) | -0.9% | ? | -5% | 0% | 10% | -2% | i | 0% | ? | -9% | -17%
COc1cccc(C(=O)CSc2nnc(CNc3nc(-c4ccccc4)cs3)n2C)c1 | -3.6% | i | -12% | 2% | -9% | -7% | i | 3% | -16% | -22% | ?
COC(=O)N1CCC2(CCCN(C(=O)Nc3cccc(F)c3)C2)CC1 | 0.4% | i | -23% | -4% | 9% | -3% | i | 1%[11.4 µM] | -4% | -3% | 28%
CS(=O)(=O)Nc1cccc(-c2nc(N3CCOCC3)c3ccccc3n2)c1 | -0.9% | i | 2% | -3% | -3% | 8% | i | -1%[2.29 µM] | 2.5µM* | 5% | -13%
CCOc1ccc2nc(NCCNC(=O)C(C)C)c(C)cc2c1 | / | ? | -6% | -5% | 2% | 1% | i | -2% | 10% | 37%[activator] | 7%
CCOC(=O)c1[nH]c2ccc(OCC)cc2c1NC(=O)CN1CCN(c2ccccn2)CC1 | -0.4%[57.5 µM] | i | -3% | -3% | -7% | 4% | i | 0% | ? | ? | -23%
CN1CCC(OC(c2ccccc2)c2ccccc2)CC1 | 0.2%[20.6 µM] | i | -1%[26 µM] | -4%[25.6 µM] | -4% | -20%[25.6 µM] | i | 3%[25.5 µM] | 2%[17.1 µM] | -2%[25.6 µM] | ?
COc1ccc(OCCC(=O)N2CCCCC2)cc1 | -1.4% | i | ? | 0% | -2% | -11% | i | -3% | 4% | 10% | 3%
COc1ccc(-c2cc(C(F)(F)F)n3ncc(C(=O)O)c3n2)cc1OC | / | i | -3% | -1% | 6% | 0% | i | 5% | 15% | -6% | -8%
Cc1ccc2c(c1)CN1CN2Cc2cc(C)ccc21 | 0.3%[9.22 µM] | / | -3% | -4% | 1% | -16% | / | -2% | -4% | 0% | 11%
CCc1noc(C)c1C(=O)Nc1ncc(C)s1 | 4.8% | i | -2% | 3% | 7% | 1% | i | 0% | 4% | -5% | -5%
CN1CCN(C(=O)c2cnn(-c3ccccc3)c2NC(=O)c2ccccc2F)CC1 | / | i | 3% | -6% | 0% | 6% | i | 2% | 1% | 5% | 11%
COc1ccc(CNC(=O)CCc2c(C)nc3ncnn3c2C)cc1 | -0.5% | i | -3% | 3% | 9% | 11% | i | -1% | -5% | -4% | 8%
COc1ccccc1N1CCN(S(=O)(=O)c2cnc[nH]2)CC1 | -0.5% | / | 1% | -9% | 0% | 1% | / | 2% | -2% | 1% | -12%
CCCc1cc(=O)[nH]c(/N=C(\N)Nc2ccccc2)n1 | -0.4% | ? | -3% | 2% | 3% | 4% | i | -1% | 6% | 11% | 3%
O=C(CSc1nnc(CNC(=O)c2ccco2)o1)c1ccc(Cl)cc1 | 0.1% | i | -5% | -1% | -19% | -26% | i | -1% | -8% | ? | -16%
COc1ccc(C(CNC(=O)c2ccc(OCC3CCCO3)cc2)N2CCOCC2)cc1 (stereo not given) | 0.1%[57.5 µM] | i | -2% | 7% | -3% | -3% | i | 1% | -6% | 23% | 9%
O=C(NCc1ccc2c(c1)OCO2)c1ccc(-n2cnnn2)cc1 | -0.7% | ? | -2% | -4% | 2% | -6% | i | 3% | 25% | 1% | 10%
CC1(C)Cc2ccccc2-c2nc(NCCO)n(-c3ccccc3)c(=O)c21 | -1.3%[0.0738 µM] | / | -5%[11 µM] | -7%[11.4 µM] | -1%[11.4 µM] | -4%[11.4 µM] | / | 1% | ? | 5µM* | -27%
CCCCn1c(Cc2ccccc2)n[nH]c1=S | -0.7% | i | -3% | -6% | -6% | -2% | i | 1% | -5% | -26% | -18%
CCOc1ccc(C(=O)OCC(=O)Nc2nc(OC)cc(OC)n2)cc1OCC | 3.3% | i | ? | -7% | -6% | 1% | i | 2% | 17% | 30% | -5%
CCC1CCCCN1Cc1nc2c(c(=O)n(C)c(=O)n2C)n1CC(C)C (stereo not given) | -0.9% | / | 2% | -5% | 6% | 45% | / | 2% | ? | -6% | /
CCOC(=O)C1CCN(C(=O)CN(c2ccc3c(c2)OCO3)S(C)(=O)=O)CC1 | 0.2% | i | -3% | -3% | 3% | -4% | i | -1% | -10% | 2% | -8%
CCN(CC)S(=O)(=O)c1ccc2oc(C(=O)O)c(C)c2c1 | -0.1% | i | 2% | 2% | 1% | -2% | i | 2% | 1% | 6% | 5%
CCC(C)Sc1nc2c(c(=O)[nH]c(=O)n2C)n1C (stereo not given) | 0.7%[1.84 µM] | ? | 1% | -2% | -8% | 4% | i | 1% | ? | ? | -22%
COc1ccccc1NC(=O)C1=C(C)NC2=C(C(=O)CCC2)C1c1ccc2c(c1)OCO2 (stereo not given) | / | i | 21% | -4% | 9% | 11% | i | -1% | 2% | -7% | 8%
O=C(O)CCC(=O)c1c[nH]c2ccccc12 | 1.3% | i | -2% | -1% | 2% | -9% | i | 2% | -7% | -7% | -19%
CCOC(=O)c1cc2occc2n1CC(=O)N1CCCc2ccccc21 | / | i | -14% | -6% | -21% | -20% | i | 0% | -1% | -2% | 7%
CCOC(=O)CCc1cccc2c1CCC2=O | 0.3% | i | 1% | 2% | 4% | -27% | i | -2% | -2% | -7% | 10%
Cc1cccc(N2CCN(C(=O)CSCc3c(C)noc3C)CC2)c1C | -7.2% | i | -2% | 1% | -29% | 2% | i | 3% | ? | -5% | 25µM*
COc1ccc(-c2nc(CS(=O)CC(=O)NCc3cccnc3)c(C)o2)cc1OC (stereo not given) | 0.1% | / | -3%[2.3 µM] | -6% | 1% | 5% | / | -1% | 10% | -20% | ?
Cn1c(=O)cc(OCC(=O)NCCCN2CCN(Cc3ccccc3)CC2)c2ccccc21 | 0.1% | / | -6% | 2% | 0% | 9% | / | 0% | -8% | -3% | -4%
